Rtt109 HAT inh: C. albicans Rtt109 histone acetyltransferase inhibition; purified Rtt109/Vps75, ThioGlo CoA-SH fluorescence, 4 h; inhibition, % at 34.9 µM; actives 0.16% (n = 330,000); Q5AAJ8; AID 540336;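 active means inhibition of at least 50% in every replicate; inconclusive means best replicate reaches 50% inhibition but some replicates fall short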
Wnt act: activates Wnt/beta-catenin signaling in a reporter cell assay; activator, plate reader; activation, % at 9.35 µM; actives 1.2% (n = 300,000); AID 743398; in the data active means activation above about 30%, passing the limit was not always enough; inconclusive means no clear call, values can overlap the other calls;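 further: 0% = neutral control wells and 100% = positive control wells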
CAL PDZ FP-1: inhibitors of human CAL PDZ peptide binding. Q9HD26. purified CAL PDZ, TMR-peptide fluorescence polarization, 1 h. inhibition, % at 24.9 µM. actives 0.92% (n = 300,000). AID 602252;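 active means mean inhibition of at least 30% with at least half of replicates also reaching 30%; inconclusive means no clear call, values can overlap the other calls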;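 further: 0% = DMSO neutral control and 100% = excess unlabeled competitor peptide PRC23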
Tat export inh: E. coli Tat transport inhibition | E. coli MC4100 TorA-mCherry Tat export, fluorescence | actives 0.036% (n = 340,000) | inhibition, % at 10 µM;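 active means mean replicate inhibition at least 50% and at least half of replicates individually reaching 50%; inconclusive means only one of the two criteria met; inactive means neither criterion met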;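 further: exported cargo escapes ClpAP degradation while cytoplasmic cargo is degraded and loses fluorescence; 0% = median of neutral control wells and 100% = median of NaSCN control wells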
MITF act: MITF TRPM1 promoter activation in melanoma cells. SK-MEL-5 TRPM1-promoter luciferase, 24 h; % of positive control, neutral wells = 0. activation, % at 12.5 µM. actives 0.75% (n = 300,000). AID 588334;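 active means mean activation of at least 80% with every replicate also reaching 80%; inconclusive means mean reaches 80% but some replicate falls short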;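 further: 0% = neutral control wells and 100% = parthenolide positive control wells; values of inactives mirror those of a sister screen read the other way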
dFosB act: mouse delta FosB homodimer activation | P13346 | purified delta FosB, TAMRA-CDK5 oligo fluorescence polarization; percent of positive-control signal above neutral wells | activation, % at 25 µM | actives 0.99% (n = 340,000) | AID 493131;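 active means mean activation above about 17%, with every replicate also reaching it, limit read from the data, passing the limit was not always enough; inconclusive means only one of the two conditions met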;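 further: fluorescence polarization rise as delta FosB binds a TAMRA Cdk5 AP-1 oligo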
Target sequence (P13346 whole entry, looked up): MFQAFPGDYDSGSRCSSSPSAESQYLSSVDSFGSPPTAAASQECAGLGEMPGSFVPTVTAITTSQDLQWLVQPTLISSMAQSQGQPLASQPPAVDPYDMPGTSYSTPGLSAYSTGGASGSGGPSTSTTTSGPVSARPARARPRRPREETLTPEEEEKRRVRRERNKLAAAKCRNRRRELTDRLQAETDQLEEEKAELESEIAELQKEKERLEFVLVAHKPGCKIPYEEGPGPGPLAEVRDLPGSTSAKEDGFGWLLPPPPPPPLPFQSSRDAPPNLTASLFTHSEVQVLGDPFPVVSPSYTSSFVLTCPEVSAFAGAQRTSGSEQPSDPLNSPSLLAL
RTF Ca sens act: increases calcium sensitivity of human cardiac regulated thin filaments. P19429+P45379. IANBD-labeled TnC RTF fluorescence at EC20 calcium; 0% EC20 calcium, 100% full calcium. activation, % at 7.2 µM. actives 0.24% (n = 340,000). AID 493008;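 active means activation above the mean over all tested compounds plus 3 SD, cut at about 30% in these data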;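 further: rise in fluorescence read as greater calcium sensitivity of cardiac thin filaments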
V-ATPase pHluor: regulators of yeast V-ATPase proton transport; S. cerevisiae, pHLuorin cytosolic pH fluorescence; response, % at 10 µM; AID 504577; actives 0.37% (n = 350,000); in the data active means response mostly above about 7.3%, no sharp cut-off; inactive means mostly below about 5.4%; further: actives read high; inactives centre near 0; some compounds called inactive have numbers as strong as hits
CDK5 inh: inhibitors of human CDK5/p35 kinase; Recombinant CDK5/p35, ADP-Glo luminescence, 60 min; Q00535+Q15078; AID 488839; inhibition, % at 10 µM; actives 0.01% (n = 330,000);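 active means highest replicate inhibition of at least 50% and at least 75% of replicates reaching 50%; inconclusive means only one of the two criteria met; inactive means both criteria failed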;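 further: plate controls were DMSO neutral control for no effect and GW8510 at 10 µM for full effect; many of its hits are not listed in these tables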
Target sequence (Q00535 whole entry, looked up): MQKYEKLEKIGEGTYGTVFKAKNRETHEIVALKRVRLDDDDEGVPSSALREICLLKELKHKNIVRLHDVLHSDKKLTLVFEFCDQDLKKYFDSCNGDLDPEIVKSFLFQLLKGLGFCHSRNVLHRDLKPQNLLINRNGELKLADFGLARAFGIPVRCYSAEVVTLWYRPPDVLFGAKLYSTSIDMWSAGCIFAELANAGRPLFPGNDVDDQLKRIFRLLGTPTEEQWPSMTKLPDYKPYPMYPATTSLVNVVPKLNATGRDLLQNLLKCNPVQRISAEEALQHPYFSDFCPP
Target sequence (Q15078 whole entry, looked up): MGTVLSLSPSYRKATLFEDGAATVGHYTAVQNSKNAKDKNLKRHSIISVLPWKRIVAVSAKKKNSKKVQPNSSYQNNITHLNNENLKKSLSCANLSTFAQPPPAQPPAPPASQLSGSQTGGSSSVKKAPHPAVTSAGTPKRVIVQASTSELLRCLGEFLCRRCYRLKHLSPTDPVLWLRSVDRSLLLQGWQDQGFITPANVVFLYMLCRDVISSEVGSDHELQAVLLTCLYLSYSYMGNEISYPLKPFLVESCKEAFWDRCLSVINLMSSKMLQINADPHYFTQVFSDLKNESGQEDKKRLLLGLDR
CAL PDZ FP-2: inhibitors of human CAL PDZ peptide binding; Q9HD26; purified CAL PDZ, TMR-peptide fluorescence polarization, 1 h; AID 504414; inhibition, % at 20 µM; actives 0.02% (n = 330,000);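 active means highest replicate inhibition of at least 40%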;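 further: plate controls were DMSO neutral control wells for no effect and unlabeled competitor peptide control wells for full effect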
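Material: tagged CAL PDZ protein CerCALP, purified; buffer or medium: sodium phosphate/NaCl buffer pH 7.4 with TCEP, IgG, Thesit; also added: fluorescent TMR peptide probe; schedule: 1 h incubation at room temperature before polarization reading; technique: fluorescence polarization from S- and P-plane intensities, G-factor corrected; control set: unlabelled peptide and DMSO controls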
An asterisk follows results filed as active; ? = inconclusive; / = no result given.

item	Rtt109 HAT inh	Wnt act	CAL PDZ FP-1	Tat export inh	MITF act	dFosB act	RTF Ca sens act	V-ATPase pHluor	CDK5 inh	CAL PDZ FP-2	Molecule
1	-2.1	-4.9	0.9	0.8	/	-5.3	5.9	1.7	-0.9	-0.8	CC(C)(C)C(=O)Nc1ncc(C(F)(F)F)cc1Cl
2	?	-8.0	1.0	10.7	4.0	-6.9	-2.5	-1.9	-0.5	-0.1	C[C@@H](CSc1ccccc1)CN1CC[C@H](C(C)(C)C)CCC1=O
3	5.2	/	1.5	-4.6	0.1	-8.3	1.4	1.1	-0.1	0.2	CCC(C)(C)n1nnnc1C(C(C)C)N(Cc1ccco1)Cc1cc2cc3c(cc2[nH]c1=O)OCO3 (stereo unspecified)
4	5.7	5.4	-5.7	-0.2	-0.5	-2.0	4.0	-0.4	0.5	-1.5	CN(C)S(=O)(=O)c1ccc(Cl)c(C(=O)NC2=NCCS2)c1
5	-2.5	-1.6	40.6*	-3.4	17.3	-3.6	-2.1	1.7	-1.6	-0.1	Cc1c(C(N)=O)sc2ncn(CCOc3ccccc3)c(=O)c12
6	27.0	/	-7.0	-7.4	2.7	-12.0	1.9	-4.4	0.7	-0.6	O=c1cc(NCc2ccco2)c2ccccc2o1
7	4.6	-1.8	-5.1	0.7	-7.8	-3.9	-0.7	7.0	-4.8	0.0	C=CCNC(=S)NCC1COc2ccccc2O1 (stereo unspecified)
8	-2.3	?	-0.3	6.5	83.5*	-0.1	6.9	5.0	1.3	-0.9	COC(=O)c1ccc2[nH]c(C3(O)CCCCC3)c(C)c2c1
9	-6.6	-0.4	-2.8	2.3	9.1	4.5	0.8	-2.8	2.0	-0.8	CCOC(=O)Cn1c(=O)oc2cc(S(=O)(=O)NCCCc3ccccc3)ccc21
10	4.8	-0.3	6.9	-1.9	/	-27.1	5.0	-0.3	-0.9	-2.1	Cc1ccc(-c2nc(NCCCO)c3ccccc3n2)cc1
11	5.3	-2.9	0.7	6.5	/	-5.6	1.4	-4.0	2.6	-1.8	COc1ccccc1/C=N/NC(=O)C(NC(=O)c1ccccc1)=C(C)C
12	1.5	1.5	-1.9	1.4	8.4	4.2	4.9	-3.7	0.2	-1.7	COC(=O)c1scc(C)c1NC(=O)C(Cl)c1ccccc1 (stereo unspecified)
13	/	-0.6	-0.8	0.9	/	3.3	-3.6	-3.6	1.4	-1.9	Cc1ccc(C(C)NC(=O)c2ccco2)cc1 (stereo unspecified)
14	-6.0	-5.8	-1.0	1.9	-42.9	-10.1	-0.7	2.3	1.9	-0.9	Cc1cc(/C=C2\Cc3ccccc3C2=O)c(C)n1-c1ccccc1
15	5.6	-3.3	-1.9	2.4	-4.3	-12.7	-4.8	1.3	-5.6	-0.9	Cc1ccc([C@H]2C(C(=O)O)=CC[C@@H](c3ccc4c(c3)OCO4)N2S(=O)(=O)c2ccc(C)cc2)cc1
16	2.8	-3.2	-2.1	11.2	21.3	-35.1	2.8	1.8	1.2	-2.5	O=C(N/N=C\c1cccnc1)c1ccc(Br)s1
17	1.1	16.2	-3.2	-9.6	/	-11.0	2.0	3.4	-4.5	0.1	CCOc1ccc(N(CC(=O)Nc2cccc(Br)c2)S(C)(=O)=O)cc1
18	-2.3	4.1	-5.7	-20.3	-1.5	0.9	-1.8	-0.2	2.0	/	CC(C(=O)O)N1C(=O)C2C3c4ccccc4C(c4ccccc43)[C@@H]2C1=O (stereo partly specified)
19	-1.5	/	6.4	-6.7	-10.4	-2.9	2.8	-1.6	-0.6	0.7	Cc1cc(C)c2c(C)nn(C3CCCCC3)c2n1
20	-1.1	-6.1	-0.2	8.1	/	2.7	0.2	-0.3	-0.7	-0.2	Cc1cc(C)c(OCCOCCN2CCN(C)CC2)c(Cl)c1
21	-4.8	2.3	-0.1	1.1	-0.1	4.1	-7.3	-2.6	-0.3	-0.5	C/C(=N\N1CCCCC1)c1ccccc1O
22	-9.2	-1.3	-1.7	-3.5	4.5	-12.7	-6.8	-3.6	/	0.9	O=C(Cc1cccc2ccccc12)N/N=C/C=C/c1cccc([N+](=O)[O-])c1
23	25.0	-13.9	46.7*	4.8	-94.5	-5.1	3.6	-0.8	-0.2	-1.0	CC1(C)CC(N2CCN(C(c3ccccc3)c3ccccc3)CC2)=CC(=[N+]2CCCCC2)C1
24	5.4	-0.2	-3.5	2.4	-3.7	-1.2	-7.0	4.0	1.0	-2.0	CCCCn1c(N)c(N(CCOC)C(=O)c2cccc(S(=O)(=O)N(CC)c3ccccc3)c2)c(=O)[nH]c1=O
25	1.0	4.3	-1.4	4.2	-2.7	3.6	-4.7	1.7	-3.1	-0.4	CCCCC1CCc2[nH]nc(C(=O)O)c2C1 (stereo unspecified)
26	-5.0	1.3	-0.6	0.2	5.1	-0.8	-2.7	0.0	1.5	0.9	CC(NC(=O)C(NS(=O)(=O)c1cccs1)C(C)C)c1ccc(S(N)(=O)=O)cc1 (stereo unspecified)
27	-15.1	/	-4.5	-13.6	-10.8	-10.8	0.2	4.2	0.4	-0.5	COc1ccc(C(C(=O)NC2CCCCC2)N(C(=O)CCCC(=O)Nc2ccccn2)c2ccc3c(c2)OCCO3)cc1 (stereo unspecified)
28	18.3	2.3	2.6	2.7	-6.2	-11.7	-5.1	-3.9	1.8	-2.8	COc1ccc(-n2c(=O)c3c4c(sc3n(CC(=O)NC3CCCC3)c2=O)CCCC4)c(OC)c1
29	5.8	/	-1.0	32.5	-0.8	-6.8	9.4	-2.3	6.7	-2.4	O=C(NC1CCCCC1)C(c1ccco1)N(Cc1ccco1)C(=O)c1ccco1 (stereo unspecified)
30	-1.4	17.3	-2.4	?	1.3	-3.0	1.3	-2.8	0.2	-2.2	Cc1ccc(C)n1-c1ccc(-c2ccnc(N)n2)cc1
31	-4.6	2.4	-3.6	1.7	7.3	-1.8	3.9	1.4	-0.4	0.7	CCOC(=O)C(CCCCC(NC(C)=O)(C(=O)OCC)C(=O)OCC)(NC(C)=O)C(=O)OCC
32	-19.3	-1.4	-9.6	-1.2	-0.1	-24.1	2.5	1.9	-1.4	-6.0	COc1ccc(/C=N\NC(=O)c2ccc(F)cc2)cc1COc1ccccc1C(N)=O
33	3.1	1.3	/	-2.6	-14.1	-3.4	0.7	2.0	-2.5	0.9	O=C(NC(Cc1c[nH]c2ccccc12)C(=O)O)/C(=C\c1ccccc1)NC(=O)c1ccccc1 (stereo unspecified)
34	-7.9	-2.4	12.1	-4.3	-85.0	2.5	-3.9	-1.3	5.3	-0.1	CN(C)CC1CC/C(=C\c2ccc(O)cc2)C1=O (stereo unspecified)
35	12.3	-0.8	4.4	12.2	-31.7	-2.8	-4.8	8.2	0.3	0.2	O=C(Nc1ccc(Cl)c(Cl)c1)Nc1nnc(CSc2ccccc2)s1
36	4.3	/	-1.1	-0.5	23.4	1.0	5.4	2.1	3.3	-1.3	COC(=O)c1ccc(COC(=O)c2ccccn2)cc1
37	2.0	-0.9	-5.5	5.6	5.1	-9.1	-7.0	0.8	0.8	-2.7	CCN(C[C@H]1N[C@@](Cc2ccccc2)(C(=O)OC)[C@H]2C(=O)N(C)C(=O)[C@@H]12)C(=O)c1ccc(C)cc1
38	4.0	-1.5	-1.2	1.6	3.0	-5.4	1.9	0.4	-3.6	-1.4	O=C(CN1C(=O)NC2(CCc3ccccc32)C1=O)Nc1ccccc1Cl (stereo unspecified)
39	-4.8	-4.7	-0.6	5.8	0.1	-5.2	-9.1	1.6	-0.4	0.4	CCOc1c2ccc(C(=O)NCc3cc(C(F)(F)F)cc(C(F)(F)F)c3)cc2nn1C
40	-1.3	-1.4	0.0	0.7	-2.0	0.2	7.7	-0.3	1.5	-2.0	COC(=O)C1=C(C)Nc2nnnn2C1c1ccco1 (stereo unspecified)
41	-0.1	1.0	/	-0.7	/	-13.0	-2.2	0.1	0.4	-3.1	O=C(Nc1ccc(Cl)cc1)c1ccc2c(=O)n3c(nc2c1)CCCCC3
42	2.9	/	/	-5.3	-16.1	-6.7	2.8	3.1	0.0	-2.0	CCC(Sc1ncccc1C(=O)OC(C)C)C(=O)N1CCOCC1 (stereo unspecified)
43	1.6	-1.1	-1.3	-0.7	2.4	-3.0	6.6	-1.6	0.1	0.2	Cc1c(NC(=O)COC(=O)COc2ccc(Nc3ccccc3)cc2)c(=O)n(-c2ccccc2)n1C
44	-0.7	-4.1	-0.6	12.3	-20.9	-14.4	-3.0	0.9	0.5	-1.1	C[C@]12c3[nH]c4ccc(Cl)cc4c3CCN1C(=O)[C@@H](CC(=O)NCc1ccco1)C[C@@H]2C(=O)N1CCCCC1
45	-1.6	-1.2	2.9	-0.5	5.2	7.1	-5.5	-3.2	-0.7	2.0	CN(CCOc1ccccc1)CC(O)COc1ccccc1 (stereo unspecified)
46	-5.8	/	0.2	0.3	2.3	2.6	-4.8	2.2	0.2	1.3	Cc1cccc2c(C(=O)O)c3c(nc12)CCCCC3
47	-2.7	-3.5	-3.4	8.3	-19.5	-1.9	-2.0	1.7	1.8	-0.1	CC(C)[C@H](NC(=O)c1ccc(C(C)(C)C)cc1)C(=O)N1CCN(Cc2ccc3c(c2)OCO3)CC1
48	0.6	-0.1	-1.9	-1.4	8.8	2.7	-5.8	-0.3	0.0	-3.7	Cc1ccc(C(=O)OCC(=O)NC2CCCCCC2)c(C)c1
49	-0.7	-19.9	-2.1	-6.3	-6.3	-1.4	3.0	1.7	0.0	-0.7	Cn1c(=O)cc(N2CCCCC2)[nH]c1=O
50	1.6	/	-2.7	0.5	8.8	0.2	5.4	-1.8	-0.7	-2.5	CCN(C(=S)Nc1ccccc1F)C1CCCCC1
51	-8.0	-2.2	-2.9	3.9	-1.3	-2.3	-0.3	1.6	-0.2	0.0	O=C(Nc1ccc2c(c1)OCCO2)C1CCCN1S(=O)(=O)c1cccc2cccnc12 (stereo unspecified)
52	5.7	0.4	/	0.9	-0.7	-10.1	0.2	3.0	1.6	-0.9	CN(C)C(=O)c1ccc(NC(=O)c2cccc(S(=O)(=O)N3CCCCCC3)c2)cc1
53	29.6	3.9	0.9	-1.4	35.9	-0.5	-3.6	-2.6	1.4	-2.6	O=C(NCC1CCCO1)c1cc2ccccc2o1 (stereo unspecified)

Whole records, looked up by structure. Order of screens: Rtt109 HAT inh	Wnt act	CAL PDZ FP-1	Tat export inh	MITF act	dFosB act	RTF Ca sens act	V-ATPase pHluor	CDK5 inh	CAL PDZ FP-2
Entry for COC(=O)C1=C(C)Nc2nnnn2C1c1ccco1 (stereo unspecified) : -1.3	-1.4	0.0	0.7	-2.0	0.2	7.7	-0.3	1.5	-2.0
Entry for COc1ccc(C(C(=O)NC2CCCCC2)N(C(=O)CCCC(=O)Nc2ccccn2)c2ccc3c(c2)OCCO3)cc1 (stereo unspecified) : -15.1	/	-4.5	-13.6	-10.8	-10.8	0.2	4.2	0.4	-0.5
Entry for C[C@]12c3[nH]c4ccc(Cl)cc4c3CCN1C(=O)[C@@H](CC(=O)NCc1ccco1)C[C@@H]2C(=O)N1CCCCC1 : -0.7	-4.1	-0.6	12.3	-20.9	-14.4	-3.0	0.9	0.5	-1.1

Bioassay records (PubChem BioAssay)
